Screening results (PubChem BioAssay)
HTT ATP protect: Huntington cell model cytoprotection by ATP luminescence; PC12 HTT-Q103 induced, cytoprotection, ATP luminescence, 40 h; Potency, µM (series often up to 56.4 µM), inactives show cytoprotection (ATP increase), hits mostly activators; actives 0.14% (n = 230,000); AID 1471;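 note: potency is the fitted concentration of half-maximal effect; % of control where 0% means no effect; nearly all actives have a fitted effect of over 45% in size; toxic huntingtin expression switched on by the ecdysone agonist tebufenozide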
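Cells were plated at 1500 per well in phenol red-free DMEM with 5% equine and 5% calf serum. Tebufenozide (100 nM final) and compounds were added, then ATPlite reagent, and luminescence was read.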
SMN2 splice up: increases expression of the SMN2 splice variant. actives 2.8% (n = 210,000). HEK293 SMN2-luciferase splicing reporter, luminescence, 30-36 h. Potency, µM (doses to about 46.1 µM), inactives show top-dose activity change, positive = activation, most hits filed as activators; note: potency is the fitted concentration of half-maximal effect; % of control where 0% means no effect; nearly all actives have a fitted effect of over 55% in size
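HEK293 cells carry an SMN2 […]–luciferase reporter in which exon 7 inclusion puts luciferase in frame. Cells were plated 10-12 h before compound addition, then incubated 30-36 h at 37C. ONE-Glo luminescence was read; sodium butyrate at 4.5 mM final served as control.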
IMPase Li inh: cell-permeable IMPase inhibitors with lithium potentiation; AID 1457; Potency, µM (doses to about 59.4 µM), inactives show at the top dose activity, negative = IMPase inhibition, usual class: inhibitors; CHO-M1 cells, IP1 TR-FRET (IP-One), carbachol + lithium; actives 0.35% (n = 210,000);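 note: IP1 builds up when IMPase is blocked and the TR-FRET signal falls; potency is the fitted concentration of half-maximal effect; plate controls were basal vehicle for no effect and high inhibitor control for full effect; nearly all actives have a fitted effect of over 50% in size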
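CHO cells stably expressing M1 receptor (2000/well) were cultured 16–30 h, then exposed to compounds with a small lithium addition for 30 min at 37C. IP1 was measured by TR-FRET competition; AC50 from Hill fits.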
HttQ103 aggreg: mutant huntingtin aggregation inhibition; PC12 HttQ103-GFP aggregates, Acumen cytometry, 40 h; Potency, µM (top dose mostly 46.1 µM), for inactives: top-dose activity change, negative = inhibition, most hits filed as inhibitors; actives 1.1% (n = 220,000); note: potency is the fitted concentration of half-maximal effect; % is set by controls: 0 for no effect and ±100 for the full control effect; nearly all actives have a fitted effect of over 60% in size
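PC12 cells with ecdysone-inducible HTT exon1 Q103-GFP, induced by 100 nM tebufenozide, given compounds in a concentration series. GFP aggregates (1–25 um, 6 SD above background) counted in lysates by laser-scanning cytometry, 488 nm excitation.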
KinaseGlo FLuc: blocks Kinase-Glo luciferase, a counter-screen artifact; Kinase-Glo luciferase, ATP luminescence, 8 min; Potency, µM (titrated, usually from 38.3 µM), without a hit: at the highest dose activity change, negative = inhibition, hits mostly inhibitors; actives 0.28% (n = 200,000); AID 1379; note: potency is the fitted concentration of half-maximal effect; % is set by controls: 0 for no effect and ±100 for the full control effect; nearly all actives have a fitted effect of over 60% in size
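Compound is pinned into ATP-containing buffer (10 uM ATP, imidazole pH 7.2, 7 mM MgCl2). Kinase-Glo luciferase reagent is then added. Light output is recorded following an 8-min room-temperature incubation.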
Lamin A splicing: LMNA splicing modulation. HeLa LMNA splicing GFP/RFP minigene ratio, 48 h. Potency, µM (top dose mostly 46.1 µM), for inactives: at the top dose ratio change, negative = inhibition, hits mostly inhibitors. actives 0.01% (n = 200,000). AID 1487; active = well fitted inhibition curve with a large enough effect in the signal ratio, with a control signal flat, not every such curve was filed as active; inconclusive = small, poorly fitted or top-dose-only effect, or effect the other way, or a change in a side signal; the % refers to the signal ratio; note: potency is the fitted concentration of half-maximal effect; % is set by controls: 0 for no effect and ±100 for the full control effect
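Read-out is the ratio of GFP to DsRed2 object intensity, acquired by 488 nm laser-scanning cytometry on HeLa lamin A-EGFP minigene reporter cells. Compound incubation 48 hrs at 37 °C in Opti-MEM with 2% FBS; DMSO 0.5% final.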
CBFb-RUNX1 inh: CBF-beta/RUNX1 interaction disruption | AID 1477 | Potency, µM (top dose mostly 59.8 µM), inactives show at the top dose activity, negative = inhibition, hits mostly inhibitors | AlphaScreen CBFb-His/RUNX1-biotin binding, biochemical | Q01196+Q13951 | 230,000 tested, under 10 active; note: % of control where 0% means no effect
Target sequence (Q01196 whole entry, looked up): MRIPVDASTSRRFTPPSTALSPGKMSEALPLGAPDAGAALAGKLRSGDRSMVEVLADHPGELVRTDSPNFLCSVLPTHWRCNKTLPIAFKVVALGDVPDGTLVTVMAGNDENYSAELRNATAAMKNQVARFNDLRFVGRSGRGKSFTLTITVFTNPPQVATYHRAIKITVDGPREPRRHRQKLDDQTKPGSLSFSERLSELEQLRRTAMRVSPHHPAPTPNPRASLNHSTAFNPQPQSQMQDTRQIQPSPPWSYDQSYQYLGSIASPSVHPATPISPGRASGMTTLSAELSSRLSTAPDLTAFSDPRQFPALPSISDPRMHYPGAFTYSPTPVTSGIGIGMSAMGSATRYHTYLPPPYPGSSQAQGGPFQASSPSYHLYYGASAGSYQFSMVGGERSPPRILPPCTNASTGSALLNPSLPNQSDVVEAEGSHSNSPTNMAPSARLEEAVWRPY
Target sequence (Q13951 whole entry, looked up): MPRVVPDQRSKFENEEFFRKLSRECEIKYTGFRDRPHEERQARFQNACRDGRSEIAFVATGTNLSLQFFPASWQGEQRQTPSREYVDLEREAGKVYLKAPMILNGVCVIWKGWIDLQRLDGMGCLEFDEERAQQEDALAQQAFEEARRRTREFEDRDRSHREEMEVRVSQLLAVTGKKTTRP
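Interaction loss through any mechanism counts as activity. Pre-formed complex of His-CBF-beta and biotin-RUNX1 (30 nM apiece) is incubated with compound 15 min, then with 50 ng nickel and 50 ng streptavidin beads for 90 min before AlphaScreen detection.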
Numbers without * were called inactive; ? = inconclusive; · = not tested or not shown; [ ] = remark or other dose. Unless noted, calls come from the whole dose curve; as a rule, active = well fitted curve in the direction sought with a large enough effect; inconclusive = small, poorly fitted or top-dose-only effect, or another doubt; inactive = no such curve, though single readings can be large; an effect the other way counts as inactive or inconclusive. Outcome played no part in choosing rows, and some 4% of all compounds hit somewhere here.

SMILES	HTT ATP protect	SMN2 splice up	IMPase Li inh	HttQ103 aggreg	KinaseGlo FLuc	Lamin A splicing	CBFb-RUNX1 inh
O=c1[nH]c(N/N=C/c2ccccc2)nc2ccccc12	-39%[10 µM]	14µM*	-2%	-2%	2%	-6%	8%
CCSc1nc(O)c(CC)c(=O)n1C(C)CC (centres undefined)	-10%[1.9 µM]	3%	23%[38.3 µM]	-17%	-1%	4%	2%
c1nc2sc3c(c2c2nnnn12)CCCC3	6%[1.9 µM]	16%	14%[38.3 µM]	10µM*	23%	15%	3%
CCc1cccc(C)c1NC(=S)N(CCN(C)C)C(C)c1cccnc1 (centres undefined)	-22%	7%	-1%	-19%	-3%	15%[46 µM]	0%
N#C/C(=N\Nc1ccccc1F)C(=N)N1CCCCC1	-25%[10 µM]	11µM*	6%	2%	0%	-11%	1%
COc1ccc(CC(=O)n2c(CC#N)nc3ccccc32)cc1OC	-12%	-2%	-12%[38.3 µM]	13%	-4%	7%[0.0737 µM]	3%
CN=c1scc(-c2cccs2)n1/N=C/c1ccc(O)c(O)c1O	-45%[inhibitor][10 µM]	13µM*	15%	?	-26%	-11%	?
O=C(Cn1c(NCCCO)nc2ccccc21)c1cccc(Br)c1	-16%	0%	13%[38.3 µM]	6%	-3%	4%	4%
Cn1c(=O)cc(OCC(=O)NC2CCCCC2)c2ccccc21	-41%[inhibitor]	11%	-11%[38.3 µM]	5%	-1%	15%	2%
O=C(OCc1cn(-c2ccc(Cl)cc2)nn1)c1ccccc1	-18%	-6%	2%[38.3 µM]	11%	-7%	15%	9%
CC(C)C(NC(=O)c1ccc(C(C)(C)C)cc1)C(=O)O (centres undefined)	1%	18%	2%[38.3 µM]	7%	4%	17%	3%
O=C(O)CCCN1C(=O)C2C3CCC(O3)C2C1=O (centres undefined)	·	10%	2%	-8%	-3%	?	-4%
O=C(Nc1ccc(S(=O)(=O)Nc2ncccn2)cc1)c1ccc(Br)o1	-38%[inhibitor]	4%	1%	4%	-13%	?	14%
COc1ccc(CC(=O)N2CCCc3ccccc32)cc1OC	5%	-4%	36%[38.3 µM]	8%	2%	?	13%
CCC(C)NC(=O)c1ccccc1NC(=O)Nc1ccccc1 (centres undefined)	2%	-3%	-6%[38.3 µM]	-1%	-10%	3%	7%
O=C(NCCc1ccccc1)C(=O)NN=C1CCCC1	-5%	-4%	1%[38.3 µM]	3%	0%	0%	-1%
O=C(COC(=O)c1ccc(Br)cc1)NCc1ccccc1	23%[10 µM]	11%	-1%	-10%	5%	-5%	8%
CCOC(=O)c1cc2c(C)n(-c3ccc(OCC)cc3)c(C)c2ccc1=O	-27%	-32%[inhibitor]	-1%[38.3 µM]	-27%	-1%	4%	-1%
CCCSC1=N/C(=C\c2ccsc2)C(=O)S1	13%	-1%	15%[38.3 µM]	6%	1%	-5%	-2%
Cc1nnc(SCCn2c(N3CCN(C)CC3)nc3c2c(=O)[nH]c(=O)n3C)s1	-7%	-1%	-10%[38.3 µM]	-3%	-1%	5%	-3%
COc1ccc(N2C(=O)CC(Nc3ccc(C(=O)O)cc3)C2=O)cc1OC (centres undefined)	23%[10 µM]	4%	-1%	10%	-1%	-7%[46 µM]	-9%
Cc1c(C(=O)OCC(=O)Nc2c(C)n(C)n(-c3ccccc3)c2=O)cccc1[N+](=O)[O-]	-6%	-10%	8%	10%	0%	-16%[46 µM]	-4%
Cc1cccc(-n2c(CNC(=O)Cc3ccccc3)n[nH]c2=S)c1	-29%	9%	-4%	24%	9%	11%[46 µM]	-20%
COc1ccc(Br)cc1CN1CCN(C(=O)c2ccc(OC)c(OC)c2)CC1	-3%[10 µM]	·	7%	18%[9.22 µM]	0%	?	5%
O=c1cc(-c2c(F)c(F)c(F)c(F)c2F)oc2c(F)c(F)c(F)c(F)c12	-146%[inhibitor]	-97%[inhibitor]	15%[38.3 µM]	?	-1%	?	7%
O=[N+]1C2=C(CCCC2)N([O-])C12CCCC2	-1%[10 µM]	-13%	?	-12%	-5%	?	6%
O=C(Nc1ccc(C(F)(F)F)cc1)N1CCN(c2ccnc3cc(Cl)ccc23)CC1	-31%[10 µM]	·	·	31%[9.22 µM]	·	·	19%
CC(=O)N1N=C(c2cccc([N+](=O)[O-])c2)OC1c1cccc(Br)c1 (centres undefined)	-17%	-22%	20%	11%	2%	21%[46 µM]	-24%
Cc1ccc(-c2nc(CN3CCCCC3)cc(CN3CCCCC3)c2O)cc1	-5%[10 µM]	·	4%	-2%[9.22 µM]	1%	-7%[46 µM]	-1%
CCN(CC)COC(=S)S	-32%[inhibitor][10 µM]	-12%[9.22 µM]	4%	·	-3%[7.66 µM]	·	·
COc1cc(C(N)=O)cc(Cl)c1OCc1ccccc1	·	1%	-3%	17%	9%	4%	2%
COc1ccc(N2CCC(CNC(=S)Nc3cccc(OC)c3)C2)cc1 (centres undefined)	-38%[10 µM]	-5%[1.84 µM]	-2%	16%	-3%	2%	?
COCCn1c(SCc2cccnc2)nnc1-c1ccco1	4%[10 µM]	18%	12%[38.3 µM]	-13%	-1%	-9%	-6%
COC(=O)c1ccccc1NC(=O)/C=N/O	-5%	-30%	23%[38.3 µM]	9%	-6%	6%	2%
CCOC(=O)c1c(NC(=O)CCN2C(=O)c3ccccc3C2=O)sc(C(=O)OC(C)C)c1C	-31%	-13%	-27%[38.3 µM]	31%	-2%	4%	-1%
CCOC(=O)C1=C(CSc2nc3c(cc2C#N)CN(C)CC3)OC(N)=C(C#N)C1c1ccccc1 (centres undefined)	-16%	3%	-1%[38.3 µM]	10%	-9%	3%	-22%
COc1cc2c(cc1NC(=S)NC(=O)c1c(OC)cccc1OC)oc1ccccc12	-19%[10 µM]	0%	-3%	-14%	-2%	?	1%
COc1ccc(CCNC(=O)Cn2cnc3c2c(=O)n(C)c(=O)n3C)cc1OC	-6%	1%	-13%[38.3 µM]	11%	-2%	7%	1%
CCOC(=O)c1ccc(NC(=O)CSc2nc(NC(=O)c3ccccc3)c3c(C)c(C)oc3n2)cc1	-20%	·	·	10%	·	-5%	3%
Cc1nc(C2COc3ccccc3O2)sc1C(=O)O (centres undefined)	-12%[10 µM]	·	·	-19%[9.22 µM]	·	·	-1%
Cc1noc(C)c1COC(=O)COc1ccc2c(C)cc(=O)oc2c1	3%[10 µM]	-5%	-10%[38.3 µM]	2%	-2%	3%	1%
COC(=O)c1ccc(-c2noc(CN(Cc3nccn3C)C(C)C)n2)cc1	6%[10 µM]	-11%	21%	12%[9.22 µM]	2%	?	-2%
CN1CCC(N(C)C(=S)Nc2ccc(SC(F)F)cc2)CC1	0%[10 µM]	-37%[inhibitor]	1%	2%	-3%	?	8%
COc1ccc(C)c(S(=O)(=O)Nc2ccc(OCC(=O)O)cc2)c1	1%	-4%	-7%[38.3 µM]	17%	3%	3%	-3%
CCc1ccccc1S(=O)(=O)Cc1ccc(C(=O)NCC2CCCO2)o1 (centres undefined)	-30%[0.074 µM]	-18%	-3%[38.3 µM]	-3%	-2%	2%	1%
COc1cccc(NC(=O)c2nc3ncccn3n2)c1	-16%	0%	-11%[38.3 µM]	20%	-11%	19%	-3%
CCOc1cc(/C=N/N=C(/N)c2nonc2N)cc(Br)c1OCc1ccc(Cl)cc1	-68%[inhibitor]	-9%	33%[activator][38.3 µM]	4%	0%	-3%	-9%
O=C(CNS(=O)(=O)c1ccccc1)Nc1cccc([N+](=O)[O-])c1	19%[10 µM]	2%	9%	23%	2%	13%[46 µM]	-9%
c1ccc(-c2cn3c(n2)-c2ccccc2C3)cc1	-3%[1.9 µM]	0.5µM*	-5%	-2%	7.1µM*	?	-7%
COc1ccc2[nH]cc(CCNC(=O)C3CC3)c2c1	3%	-10%	9%	·	·	·	-2%
O=C(Nc1cccc(S(=O)(=O)N2CCOCC2)c1)c1c2c(nc3ccccc13)CCC2	20%[0.074 µM]	2%	5%	3%	-2%	8%	?
Cc1ccc(C(=O)Nc2cc(C(F)(F)F)ccc2N2CCCCC2)cc1[N+](=O)[O-]	11%[10 µM]	9%	24%[38.3 µM]	14%	4%	-7%	11%
CC(C)(Oc1ccc(Cl)cc1)C(=O)NCCCn1ccnc1	18%[10 µM]	-13%	3%[38.3 µM]	14%	0%	?	3%
C=CCn1c(-c2ccccc2)ccc(C#N)c1=O	1%	9%	22%[38.3 µM]	0%	-7%	7%	28%
CCCc1cc(=O)n2[nH]c(CCc3ccccc3)nc2n1	-14%[0.074 µM]	-8%	5%[38.3 µM]	-10%	-1%	-7%	2%
CCc1ccc(NS(=O)(=O)c2ccc(OC)c(C)c2)cc1	6%	-8%	39%[activator][38.3 µM]	?	-1%	-9%	13%
COc1cccc(-c2coc3c(C)c4oc(=O)c(CCC(=O)O)c(C)c4cc23)c1	-1%	4%	4%	·	1%	·	14%
CC1CCN(Cc2c(O)ccc3c2O/C(=C\c2ccco2)C3=O)CC1	·	-10%	2%	29%	2%	1%	1%
Cc1ccc(-c2nc3ccccc3[nH]2)cc1NC(=O)c1sc2ccccc2c1Cl	-16%	-59%[inhibitor]	-21%[38.3 µM]	-7%	-4%	?	-6%
CCNc1nc(NCC)nc(OCCOC(=O)Nc2ccccc2)n1	·	-18%	1%	11%	1%	3%	2%

The results go on:
SMILES	HTT ATP protect	SMN2 splice up	IMPase Li inh	HttQ103 aggreg	KinaseGlo FLuc	Lamin A splicing	CBFb-RUNX1 inh
CCC(=O)NCCNc1ccc([N+](=O)[O-])cn1	·	13%	-5%	13%	0%	2%	2%
CC(C)NC(=S)NCc1cccnc1	-1%[10 µM]	12%	3%	-9%	1%	-8%	-1%
c1ccc(OCc2nnc3n2CCCCC3)cc1	-4%[10 µM]	·	·	-6%[9.22 µM]	·	·	-7%
NC(=O)C(CCC(=O)c1ccc(Br)cc1)S(=O)(=O)c1ccccc1 (centres undefined)	2%[10 µM]	1%	5%	6%	-1%	·	-1%
